Screening results from PubChem BioAssay.
NR3A LBD binder = binders of NR3A ligand-binding domain, primary screen, biophysical, differential scanning fluorimetry, uHTS; hit rate 2.5% among 340,000; NR3A LBD differential scanning fluorimetry, Tm shift; 0% = protein alone, 100% = glycine-bound protein; AID 1259313, 2017; Tm shift relative to glycine control, % at 25 µM; Glutamate receptor ionotropic, NMDA 3A (GRIN3A) ligand-binding domain;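 active means melting temperature shift of at least 10% of the positive control shift, at one fixed dose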
MPTP inh = mitochondrial permeability transition pore inhibitors, primary screen, biochemical, isolated mouse mitochondria, absorbance; Ca2+ swelling absorbance, 30 min; inhibition, % at 10 µM; hit rate 1.4% among 360,000; AID 602449, 2012;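 active means inhibition of 50% or more, scaled per plate between neutral and stimulator controls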;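 further: 0% = DMSO wells given calcium and 100% = 1 mM EGTA wells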
hIAP block = human IAP inhibitors, primary screen, biochemical, luminescence, uHTS | Intestinal-type alkaline phosphatase (Homo sapiens), P09923 | purified IAP, CDP-Star luminescence, 30 min | inhibition, % at 10 µM | hit rate 0.12% among 330,000 | AID 2544, 2010;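 active means inhibition reaching a set limit with compound at 10 µM in the primary screen, cut at about 35% in these data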;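 further: plate controls were DMSO wells with enzyme for no effect and no-enzyme buffer wells for full effect; values of inactives mirror those of a sister screen read the other way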
Target sequence (P09923 whole entry, looked up): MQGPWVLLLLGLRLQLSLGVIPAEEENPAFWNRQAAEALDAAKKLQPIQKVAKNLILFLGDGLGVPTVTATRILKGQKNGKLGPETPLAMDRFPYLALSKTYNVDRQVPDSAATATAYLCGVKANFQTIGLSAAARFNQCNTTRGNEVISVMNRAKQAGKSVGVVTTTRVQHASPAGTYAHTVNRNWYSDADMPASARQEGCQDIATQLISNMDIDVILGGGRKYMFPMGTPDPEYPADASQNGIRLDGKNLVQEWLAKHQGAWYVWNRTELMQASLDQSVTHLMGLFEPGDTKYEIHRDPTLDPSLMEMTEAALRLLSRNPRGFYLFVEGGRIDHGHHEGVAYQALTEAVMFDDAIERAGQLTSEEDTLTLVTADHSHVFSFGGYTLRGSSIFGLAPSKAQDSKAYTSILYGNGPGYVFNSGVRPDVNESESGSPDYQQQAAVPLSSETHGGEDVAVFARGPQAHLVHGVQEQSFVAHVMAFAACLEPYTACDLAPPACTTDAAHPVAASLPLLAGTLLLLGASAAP
mIAP inh = inhibitors of mouse IAP, primary screen, biochemical, luminescence, uHTS; purified mouse IAP, CDP-Star luminescence, 30 min; intestinal alkaline phosphatase [Mus musculus]; inhibition, % at 10 µM; hit rate 0.2% among 330,000;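 active means inhibition of at least 40% at 10 µM in the primary screen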;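 further: plate controls were DMSO with enzyme for no effect and no enzyme wells for full effect; values of inactives mirror those of a sister screen read the other way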
APOBEC3G inh = APOBEC3G DNA deaminase inhibitors, primary screen, biochemical, fluorescence, single-stranded DNA substrate, uHTS. DNA dC->dU-editing enzyme APOBEC-3G (Homo sapiens), Q9HC16. recombinant A3G, ssDNA deamination FAM/TAMRA fluorescence. inhibition, % at 20 µM. hit rate 0.28% among 330,000. AID 493012, 2011;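 active means inhibition of at least 40% at 20 µM, with no more than 30% in the related APOBEC3A deaminase screen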;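 further: plate controls were DMSO wells with A3G for no effect and wells lacking A3G enzyme for full effect; some compounds called inactive have numbers as strong as hits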
hIAP act = human IAP activators, primary screen, biochemical, luminescence, uHTS | hit rate 0.16% among 330,000 | purified human IAP, CDP-Star luminescence, 30 min; active compounds read high; 1 = vehicle-only enzyme, 0 = enzyme-free background | Intestinal-type alkaline phosphatase (Homo sapiens), P09923 | activation factor at 10 µM;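 active means activation factor of the enzyme at least 2-fold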; further: the source names both 10 and 20 µM as test concentration; values of inactives mirror those of a sister screen read the other way
beta cell repl = inducers of MIN6 beta-cell proliferation, primary screen, ATP luminescence, uHTS; MIN6 cells proliferation, ATPlite luminescence, 48 h; cells starved in 0.2% serum; 100% = growth in 10% serum; proliferation, % at 10 µM; hit rate 0.29% among 330,000; AID 2380, 2010;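 active means compounds whose signal lies at least 3.5 SD above the mean of all wells on their plate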;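 further: 0% = DMSO-treated cells in low-serum medium and 100% = 10% serum control; some compounds called inactive have numbers as strong as hits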
mIAP activ = activators of mouse IAP, primary screen, biochemical, luminescence, uHTS | hit rate 0.24% among 330,000 | intestinal alkaline phosphatase [Mus musculus] | muIAP, CDP-Star luminescence, 30 min; active compounds read high; 1 = vehicle-only enzyme signal, 0 = enzyme-free wells | activation factor at 10 µM;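 active means activation factor of at least 2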; further: the source names both 10 and 20 µM as test concentration; values of inactives mirror those of a sister screen read the other way
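System: Mouse IAP enzyme | Also added: CDP-Star substrate | Dosing: Compounds dispensed in DMSO | Schedule: 30 min enzyme-substrate-compound incubation at room temperature | Technique: Chemiluminescence readout | Control set: DMSO-only wells and no-enzyme negative control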
APOBEC3A inh = APOBEC3A ssDNA deaminase inhibitors, primary screen, selectivity assay for APOBEC3G inhibitor project, biochemical, FAM/TAMRA oligo cleavage fluorescence; AID 493011, 2011; inhibition, % at 20 µM; recombinant A3A, FAM/TAMRA ssDNA deamination fluorescence; hit rate 0.41% among 330,000; DNA dC->dU-editing enzyme APOBEC-3A (Homo sapiens), P31941;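 active means at least 40% inhibition at 20 µM here, with at most 30% in a related deaminase screen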;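 further: plate controls were A3A with DMSO for no effect and wells lacking A3A enzyme for full effect; some results filed as inactive read as strong as hits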
Target sequence (P31941 whole entry, looked up): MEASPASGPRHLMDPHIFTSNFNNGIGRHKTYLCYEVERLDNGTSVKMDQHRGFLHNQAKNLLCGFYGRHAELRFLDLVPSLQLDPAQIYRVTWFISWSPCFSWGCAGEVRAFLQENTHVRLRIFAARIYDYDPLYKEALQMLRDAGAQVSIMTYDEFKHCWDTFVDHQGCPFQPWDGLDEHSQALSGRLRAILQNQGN
* = called active by the depositor; . = not tested or not shown. Outcome played no part in choosing rows (roughly 5% active in at least one column).

SMILES	NR3A LBD binder	MPTP inh	hIAP block	mIAP inh	APOBEC3G inh	hIAP act	beta cell repl	mIAP activ	APOBEC3A inh
CC(C)(C)c1ccc(-c2c(C#N)c(N)nc3c2CCCC3)s1	-1	1.3	-17	0	-1	1.2	-2	0.99	-2
CCC(=O)c1ccc(OCCn2cnc3ccccc32)cc1	0	-1.2	0	5	-4	1	-4	0.95	2
COc1ccc(-c2[nH]n(-c3ccc([N+](=O)[O-])cc3)c(=O)c2C=NCCN2CCNCC2)cc1	.	.	0	10	-3	1	-5	0.91	0
CCc1nnc(N/N=C/c2ccc(-c3ccc([N+](=O)[O-])cc3)o2)n1N	0	2.4	2	4	-4	0.97	-3	0.96	-1
Cc1ccccc1NS(=O)(=O)c1ccc(NC(=O)CSCc2ccc(Br)cc2)cc1	22*	20	-3	-7	-8	1	-3	1.1	-1
COc1ccc(N(C(=O)CSCC(=O)Nc2cc(C)on2)C(C(=O)NC2CCCCC2)c2ccc(O)c(O)c2)cc1 (stereo not given)	1	1.3	-28	-14	-5	1.3	-2	1.1	-5
COc1ccc(/C=C(/NC(=O)c2ccco2)C(=O)N2CCCCC2)cc1	0	0.9	7	1	-1	0.93	-3	0.99	-4
O=C(NC1CCN(Cc2ccccc2)CC1)c1cncc(Br)c1	0	1.3	13	6	-5	0.87	-4	0.94	2
Oc1ccc(/C=C/c2ccc3cccc(O)c3n2)cc1Br	30*	5.0	-34	19	-25	1.3	-5	0.81	-12
O=c1oc2cc(Oc3c([N+](=O)[O-])cc(C(F)(F)F)cc3[N+](=O)[O-])ccc2c2c1CCCC2	-34	86*	-12	6	-7	1.1	-6	0.94	-2
CN1CCN(S(=O)(=O)c2ccc(C(F)(F)F)cc2)C(c2ccccc2)C1 (stereo not given)	2	-0.1	25	9	-7	0.75	-2	0.91	-4
CCOC(=O)c1ccccc1NC1c2ccccc2C(=O)N1c1ccc(C)cn1 (stereo not given)	2	-0.2	8	10	-6	0.92	-7	0.9	-2
CCCC1=NN(C(=O)CCc2ccccc2O)C(O)(C(F)(F)F)C1 (stereo not given)	0	1.2	-1	0	17	1	-1	1	33
O=C(C(Sc1ccccc1)c1ccccc1)N1CCN(c2ccccc2F)CC1 (stereo not given)	3	0.0	-15	-4	-1	1.1	-3	1	3
COc1ccc(-c2csc3ncnc(NCCN4CCOCC4)c23)cc1	-3	-1.3	-11	-2	-4	1.1	-1	1	1
COc1ccc(CNC(=O)Cn2nc([N+](=O)[O-])c(Br)c2C)cc1	-1	0.2	5	1	1	0.95	-3	0.99	-2
CCOc1ccc(N(C)S(=O)(=O)c2ccc3[nH]cc(C(=O)NCCCOC)c(=O)c3c2)cc1	-2	0.3	-30	-1	1	1.3	-5	1	3
Cc1ccc(OCC(=O)Nc2cccc(S(=O)(=O)NC3=NCCCCC3)c2)cc1C	0	0.8	-1	-6	-7	1	-2	1.1	2
Cc1ccccc1C(=O)NC1CC2CCCC(C1)N2C(=O)Nc1ccccc1 (stereo not given)	-2	-3.4	6	8	-6	0.94	0	0.92	-1
CCN(CC)c1nc2n(c(=S)n1)CCS2	-10	-0.7	-22	-1	-4	1.2	-3	1	0
CN(C)CCCNC(=O)c1ccc(=O)[nH]n1	0	-0.3	-14	-1	-4	1.1	4	1	0
CC1CCc2c(sc3ncnc(NCCN4CCOCC4)c23)C1 (stereo not given)	-3	-3.4	0	6	-4	1	0	0.94	0
O=C1c2ccccc2S(=O)(=O)N1Cc1ccccc1[N+](=O)[O-]	-1	1.6	-14	-4	-5	1.1	0	1	-2
COc1ccc(N(CC(=O)Nc2cccnc2)S(=O)(=O)c2ccc(C)cc2)cc1Cl	-5	-0.2	-11	-20	-7	1.1	0	1.2	-1
Cc1ccc(S(=O)(=O)N2CCN(C(=O)c3sccc3-c3ccccc3)CC2)cc1	1	1.0	-6	0	-3	1.1	0	1	3
Cc1ccc(C(=O)OC(C)C(=O)NC2CCCCC2C)s1 (stereo not given)	1	-1.3	-3	-4	-5	1	3	1	0
Cc1nc(SCC(=O)c2cc3ccccc3oc2=O)c(C#N)c(-c2ccccc2)c1C(=O)Nc1ccccc1	0	2.9	-25	17	-2	1.2	-3	0.83	1
O=C(CCNC(=O)c1ccc(Br)cc1)NCCCc1ccccc1	0	2.2	-4	4	-10	1	2	0.96	-4
CC(c1ccccc1)n1c(N2CCN(C)CC2)nc2c1c(=O)[nH]c(=O)n2C (stereo not given)	-1	1.1	-16	-10	-6	1.2	-1	1.1	-7
CSc1nc(O)c(Cc2ccccc2)c(=O)[nH]1	2	0.6	5	1	1	0.95	2	0.99	-1
CSc1ncccc1C(=O)N1CCN(S(=O)(=O)c2ccc(F)cc2)CC1	0	-0.2	1	3	-6	0.99	-6	0.97	-4
COc1ccc(CC(=O)Nc2nc3ccc(F)cc3s2)cc1S(=O)(=O)N1CCOCC1	-5	-3.2	15	4	-7	0.85	-2	0.96	-4
Cn1c(SCC(=O)NCCN2C(=O)CSC2=O)nnc1-c1ccccc1	-4	-0.4	-16	9	0	1.2	-1	0.91	1
CCN(CC)CC(O)COCCC12CC3CC(CC(C3)C1)C2 (stereo not given)	-6	0.2	-16	1	1	1.2	-4	0.99	-1
Cc1ccc(/C=N/NC(=O)c2nnn(-c3nonc3N)c2CN(C)C)o1	1	-3.0	-17	-7	-6	1.2	0	1.1	-7
CCO[C@H]1OC(C(=O)N2CCCCCCC2)=C[C@@H](C2CCCCC2)[C@@H]1CCCO	-2	-0.7	-4	-3	-4	1	-8	1	4
Cn1c(SCc2ccc(F)cc2)nnc1-c1ccncc1	2	1.6	13	-3	-7	0.87	-2	1	-2
CC(C)(C)n1nc2c(c1NC(=O)c1ccccc1S(=O)(=O)C(F)F)CS(=O)(=O)C2	0	-0.5	8	-2	-5	0.92	1	1	-3
O=C(NN=C1CCCC1)c1cccs1	-1	0.2	-3	-7	-7	1	0	1.1	-3
O=C(NC1CCCCC1)N1CCN(c2ccccc2)CC1	2	1.1	-1	2	-2	1	-2	0.98	-2
O=[N+]([O-])c1nn(-c2ccc3c(c2)OCCO3)n(O)c1=Nc1ccccc1	-7	-1.1	18	6	-7	0.82	0	0.94	-1
C/C(=N\NC(=O)c1nn(C)c(C)c1Br)c1ccc(NC(=O)c2ccc(C)s2)cc1	-36	3.8	17	-1	-3	0.83	0	1	1
O=c1[nH]c2cc([N+](=O)[O-])c(NCCO)c([N+](=O)[O-])c2[nH]1	-5	0.2	12	5	-3	0.88	2	0.95	0
COC(C[C@H]1O[C@H]1[C@@H](O)[C@@H](C)OCc1ccccc1)OC	0	1.2	7	-10	2	0.93	-2	1.1	1
CC1=C(C(=O)OC2CCCCC2)C(c2cccc([N+](=O)[O-])c2)NC(=O)N1 (stereo not given)	-3	0.4	8	5	-7	0.92	-3	0.95	0
CS(=O)(=O)c1ccc(Cl)c(NC(=O)COC(=O)c2cccc(C#N)c2)c1	-2	-0.1	6	4	-5	0.94	-2	0.96	1
COC(=O)c1c(NC(=O)Cc2cccs2)sc(C)c1C	0	0.2	16	4	-4	0.84	2	0.96	-1
Cc1sc(NC(=O)CSC2=NCCS2)nc1-c1ccccc1	-2	-2.2	-58	8	0	1.6	0	0.93	5
Cc1ccsc1C(=O)OCC(=O)c1cc(C)n(C)c1C	4	-1.9	11	-2	-8	0.89	-4	1	-5
CCCCCOC(=O)c1ccc(OC(=O)c2cncc(Br)c2)cc1	3	3.2	4	-7	-1	0.96	-2	1.1	1
COc1ccc(-n2nnnc2SCC(=O)NCCc2ccccc2)cc1OC	-5	-0.4	-5	-12	-7	1.1	0	1.1	0
CCc1ccc(NC(=O)[C@H](Cc2c[nH]c3ccccc23)NC(=O)[C@@H]2Cc3ccccc3CN2)cc1	-2	72*	14	-22	-12	0.86	-5	1.2	-5
Cc1cccc(C)c1NC(=O)c1cn(-c2ccccc2)nc1-c1ccccc1	2	-0.2	-12	-94	-4	1.1	-3	1.9	0
CCCCNC(=O)Cn1c(=O)c2c(ncn2CC)n(Cc2ccccc2)c1=O	1	0.3	-1	1	-7	1	5	0.99	9
CN(C)CCCNC(=S)N(CCCO)Cc1cc2cc3c(cc2[nH]c1=O)OCO3	4	1.1	-8	-4	-2	1.1	-2	1	1
CCOC(=O)CN1C(=O)COc2ccc(C(C)(C)C)cc21	-2	0.7	5	-1	-5	0.95	-2	1	-6
CCc1ccc(CN(C)C(=O)c2ccc3c(=O)n4c(nc3c2)CCC4)cc1	2	-1.1	24	-2	-8	0.76	0	1	-3
O=C(O)c1cccc(NC(=S)N/N=C/c2ccccn2)c1	-1	3.0	-24	5	-5	1.2	0	0.95	0
Cc1cc(S(=O)(=O)N2CCC(NC(=O)C34CC5CC(CC(C5)C3)C4)CC2)ccc1-n1cnnn1	0	6.5	11	-1	-4	0.89	1	1	0
COc1ccc2nc(NC(=S)N(C)C)sc2c1	24*	0.7	-30	-4	61*	1.3	-5	1	2
Following part
SMILES	NR3A LBD binder	MPTP inh	hIAP block	mIAP inh	APOBEC3G inh	hIAP act	beta cell repl	mIAP activ	APOBEC3A inh
COc1ccc(C2=NS(=O)(=O)N(C)C(C(=O)NCc3ccccn3)=C2)cc1	0	-1.2	22	8	-6	0.78	3	0.92	-2
CC(=O)Nc1ccc(NC(=O)CN(c2ccccc2Cl)S(C)(=O)=O)cc1	2	-0.8	-14	-6	-5	1.1	1	1.1	0
Cc1cccc(CS(=O)(=O)Cc2ccc(C(=O)NCc3ccccc3)o2)c1	2	-1.1	-2	3	-4	1	7	0.97	-8
COc1ccc2c(c1)c(=O)oc1c(C)c(OC(C)C(=O)NCC3CCC(C(=O)O)CC3)ccc12 (stereo not given)	1	-0.3	-14	-3	-7	1.1	-2	1	3
O=C(NC1CC1)C1=C[C@@H](c2csc3ccccc23)C[C@@H](OCCCCO)O1	0	-2.0	2	-3	-4	0.98	2	1	-1
CCCCC(=O)Nc1ccc(C(=O)NCC(=O)OC)cc1	3	-1.2	12	-7	-2	0.88	-1	1.1	9
CC(=O)Nc1oc(-c2cccc3ccccc23)nc1C#N	-14	0.9	-14	-21	-2	1.1	-1	1.2	0
O=C(COC(=O)CCc1c[nH]c2ccccc12)Nc1ccccc1	1	-1.2	11	1	-7	0.89	-1	0.99	-6
CC(C)c1cccc(C2=CC(=O)C[C@H](c3ccc(F)cc3)C2)c1	-1	8.5	-4	15	-2	1	-6	0.85	3
